# Source: PubChem BioAssay (several laboratories)
# FBA Mtb inh = Mtb FBA enzyme inhibitors, primary screen, biochemical, fluorescence, strain H37Rv | Fructose-bisphosphate aldolase (Mycobacterium tuberculosis (strain ATCC 25618 / H37Rv)), … | purified M. tuberculosis FBA, fluorescence read-out | 360,000 tested, 2.3% active | inhibition, % at 1 µM; in the data active = inhibition above about 27%;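 note: 0% = vehicle and 100% = reference inhibitor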
# Target sequence (P9WQA3 whole entry, looked up): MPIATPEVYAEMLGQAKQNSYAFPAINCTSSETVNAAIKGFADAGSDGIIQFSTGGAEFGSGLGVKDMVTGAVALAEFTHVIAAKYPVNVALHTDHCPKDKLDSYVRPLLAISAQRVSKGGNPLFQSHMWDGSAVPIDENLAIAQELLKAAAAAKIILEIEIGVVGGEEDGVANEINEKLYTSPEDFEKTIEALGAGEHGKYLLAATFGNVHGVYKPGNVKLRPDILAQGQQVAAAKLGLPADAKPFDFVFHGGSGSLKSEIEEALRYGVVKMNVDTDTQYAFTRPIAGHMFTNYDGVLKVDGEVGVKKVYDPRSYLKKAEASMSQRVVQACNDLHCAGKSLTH
# FadD28 FP inh = inhibitors of FadD28 bisubstrate probe binding, primary screen, biochemical, fluorescence polarization, single point; Mycobacterium tuberculosis FadD28 fatty-acid-AMP ligase; inhibition, % at 12.5 µM; 360,000 tested, 0.22% active; in the data active = inhibition above about 8.5%, passing the limit was not always enough; inconclusive = no clear call, values can overlap the other calls
# BoNT A protease = BoNT/A light chain protease inhibitors, primary screen, biochemical, flow cytometry, MLPCN library; Botulinum neurotoxin type A light chain protease (Clostridium botulinum A str. ATCC 3502); multiplex microsphere protease substrate cleavage; inhibition, % at 10 µM; 360,000 tested, 0.17% active; in the data active = inhibition above about 30%; inconclusive = no clear call, values can overlap the other calls; note: plate controls were buffer without enzyme for full effect and enzyme alone for no effect
# Mtb UGM inh = M. tuberculosis UGM enzyme inhibitors, primary screen, biochemical, fluorescence polarization, single point. purified UGM, fluorescence polarization probe displacement. UDP-galactopyranose mutase (Mycobacterium tuberculosis (strain ATCC 25618 / H37Rv)), …. inhibition, % at 10 µM. 320,000 tested, 0.06% active; in the data active = inhibition above about 10%, passing the limit was not always enough; inconclusive = no clear call, values can overlap the other calls
# Target sequence (P9WIQ1 whole entry, looked up): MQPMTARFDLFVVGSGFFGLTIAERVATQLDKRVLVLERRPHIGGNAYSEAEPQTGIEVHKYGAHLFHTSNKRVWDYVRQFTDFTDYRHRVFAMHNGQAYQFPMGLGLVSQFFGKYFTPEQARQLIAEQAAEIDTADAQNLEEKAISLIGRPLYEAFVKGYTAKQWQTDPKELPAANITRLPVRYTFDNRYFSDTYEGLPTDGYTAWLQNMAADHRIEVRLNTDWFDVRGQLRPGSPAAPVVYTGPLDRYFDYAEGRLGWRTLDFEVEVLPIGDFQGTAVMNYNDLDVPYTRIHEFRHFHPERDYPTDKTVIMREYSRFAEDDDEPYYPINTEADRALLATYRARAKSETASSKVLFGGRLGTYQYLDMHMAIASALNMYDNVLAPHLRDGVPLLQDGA
# GDH-TPI counter = GDH-TPI coupling enzyme inhibitors, primary screen, artefact control for M. tuberculosis FBA inhibitor project, biochemical, absorbance, full deck; 360,000 tested, 1.2% active; AID 588335, 2011; GDH-TPI coupled enzyme counterscreen, NADH absorbance; inhibition, % at 4.8 µM;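 note: 0% = DMSO wells and 100% = wells lacking the enzyme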
# CCHFV vOTU inh = CCHFV vOTU protease inhibitors, primary screen, biochemical, Pep-AMC substrate, fluorescence | AID 651958, 2012 | Crimean-Congo hemorrhagic fever virus L polyprotein viral ovarian tumor (vOTU) protease … | 370,000 tested, 0.55% active | inhibition, % at 11.5 µM; note: 0% = vehicle wells with enzyme and 100% = no enzyme wells
# BioA inh = M. tuberculosis BioA enzyme inhibitors, primary screen, biochemical, plate reader, single point, HTS; inhibition, % at 9.99 µM; 7,8-diaminopelargonic acid synthase BioA (Mycobacterium tuberculosis); purified M. tuberculosis BioA enzyme; 360,000 tested, 0.096% active; in the data active = inhibition above about 40%; inconclusive = no clear call, values can overlap the other calls
# BoNT-F LC inh = BoNT/F light chain protease inhibitors, primary screen, biochemical, flow cytometry, MLPCN library; Botulinum neurotoxin type F light chain protease (Clostridium botulinum); Multiplex microsphere protease cleavage assay; inhibition, % at 10 µM; 360,000 tested, 0.22% active; AID 588497, 2011; in the data active = inhibition above about 35%, passing the limit was not always enough; inconclusive = no clear call, values can overlap the other calls; note: plate controls were buffer without enzyme for full effect and enzyme alone for no effect
# PrPC surface inh = inhibitors of human cell surface prion protein PrPC, primary screen, cell-based, TR-FRET; Major prion protein (Homo sapiens), P04156; TR-FRET read-out; AID 720596, 2013; 370,000 tested, 0.43% active; inhibition, % at 13.8 µM; in the data active = inhibition above about 24%; note: 0% = median of the test wells and 100% = reference compound wells
# * marks the source's active call; other numbers are inactive results; ? = inconclusive; . = no result given. Cut-off read from the data, not from the text of the source, unless noted: active = inhibition above about 30%; inactive = the rest.
# The line under a structure holds: FBA Mtb inh	FadD28 FP inh	BoNT A protease	Mtb UGM inh	GDH-TPI counter	CCHFV vOTU inh	BioA inh	BoNT-F LC inh	PrPC surface inh
[1] O=C(CN1C(=O)COc2ccccc21)NCCCN1CCN(Cc2ccccc2)CC1
 : -1	-3.8	0.7	0.1	2	11	-0.6	-2	-5
[2] COc1ccc(N(CC(=O)N2CCN(Cc3ccccc3)CC2)S(C)(=O)=O)c(OC)c1
 : 1	-2.9	-3.7	0.8	-1	5	-1.8	-30	-5
[3] COc1ccc2c(CC(=O)NCCN3C(=O)S/C(=C\c4cccnc4)C3=O)coc2c1
 : 6	-0.5	2.3	1.5	6	2	.	0	0
[4] CCOC(=O)CC1=C(C(=O)OCC)C(c2cccnc2)C(C#N)=C(N)O1 (configuration not stated)
 : 4	-3.1	0.2	-1.5	-6	2	-3.1	1	-2
[5] CC(Cc1ccccc1)NC(=O)CCNNC(=O)c1ccncc1 (configuration not stated)
 : -1	-2.1	0.0	.	-2	-2	0.1	-2	-5
[6] Cc1cc2nc(C3CCCCC3)c(Cc3ccccc3)n2c(C)c1Br
 : -2	-4.7	0.3	.	.	5	1.5	-7	-6
[7] CCCCOc1ccc(C(=O)NCC(=O)OCC(=O)c2c(N)n(C)c(=O)n(C)c2=O)cc1
 : -1	2.2	0.1	-0.4	4	11	-1.3	-2	-7
[8] O=S(=O)(Nc1cc(S(=O)(=O)N2CCOCC2)ccc1N1CCOCC1)c1ccc2c(c1)OCCO2
 : 1	-2.2	1.2	2.0	1	-2	.	-9	2
[9] CCOC(=O)N1CCC(NC(=O)C2CCCN(C(=O)c3cc4sccc4n3C)C2)CC1 (configuration not stated)
 : 3	-0.9	0.2	-0.9	7	-7	-0.5	2	-3
[10] CCN1CCN(c2nc(C)c3c(n2)CC(C)CC3=O)CC1 (configuration not stated)
 : 0	-0.8	-0.9	-3.5	-4	12	.	-2	-8
[11] O=C(Cn1nnc2ccccc21)Nc1ccccc1[N+](=O)[O-]
 : 3	-0.3	-1.1	0.6	-2	5	-0.9	-3	-7
[12] CCCCn1c(N)c(N(CCOC)C(=O)CSc2nnc(C)n2-c2ccc(OC)cc2)c(=O)[nH]c1=O
 : 9	-0.6	1.1	-1.3	6	-7	.	-2	1
[13] N#Cc1cc([N+](=O)[O-])ccc1NCCc1ccccn1
 : 0	-5.3	-0.1	0.7	5	13	.	-6	-30
[14] Brc1ccc(-c2nc(-c3ccncc3)no2)cc1
 : 1	0.9	-0.8	-1.6	6	6	-0.1	-1	-4
[15] O=C(NCc1ccccc1Cl)C1CCN(S(=O)(=O)N2CCOCC2)CC1
 : 0	-5.1	-1.3	-0.6	-8	-6	-0.4	-6	-2
[16] Cc1nc2ccccn2c1C(=O)NNC(=O)Nc1ccccc1
 : 5	0.7	0.7	-2.3	7	-2	0.0	0	0
[17] O=C(NNC(=O)C1CCN(S(=O)(=O)c2cccc(Cl)c2)CC1)C1CC1
 : -1	-4.2	-0.5	-1.1	-8	-6	-0.6	3	-1
[18] N/C(Cc1ccc(Cl)cc1)=N\OC(=O)c1ccccc1
 : -3	-2.7	0.9	1.1	2	9	-0.8	42*	-4
[19] OC1CCCN(Cc2cccc3ccccc23)C1 (configuration not stated)
 : -1	-0.6	-1.8	3.5	4	6	1.5	-1	-3
[20] COc1ccc(CN(C(=O)Cc2cccs2)C(C(=O)NC2CCCC2)c2ccncc2)cc1 (configuration not stated)
 : 3	1.0	0.2	0.3	-2	13	-2.6	4	-10
[21] CCn1nc(NC(=O)c2ccccc2)c2cc3cccc(C)c3nc21
 : 18	-3.3	-4.2	3.3	-3	-10	-1.6	?	6
[22] Cc1ccc(-c2nnc(SCC(=O)NCC3CCCO3)n2C)cc1 (configuration not stated)
 : 1	-3.4	-1.1	0.4	1	-4	.	-6	1
[23] CSc1nc2c(c(=O)n1-c1ccc(C)cc1)SCC2
 : 0	-2.2	-1.1	2.7	8	4	-1.2	3	-6
[24] CCC(=O)Nc1ccc(NC(=O)c2cccc3c(Br)cccc23)cc1
 : -1	-1.9	-3.2	1.6	4	-10	0.4	24	-1
[25] CCCCC(c1nnnn1CCOC)N1CCN(CC)CC1 (configuration not stated)
 : 38*	-0.2	1.4	3.7	9	-2	-1.1	7	-1
[26] CCOC(=O)c1oc2ccccc2c1NC(=O)CN1CCOCC1
 : 6	0.2	-0.8	-0.1	4	3	.	-11	-5
[27] COc1cccc(C2C(C(=O)c3ccc(C)o3)=C(O)C(=O)N2c2cc(C)on2)c1 (configuration not stated)
 : -2	-2.8	0.6	1.3	3	-4	1.7	4	11
[28] CCN(Cc1nc(-c2ccc(OC)c(OC)c2)no1)C(=O)c1ccoc1C
 : 1	-0.1	-1.8	-1.1	0	4	1.3	-11	-5
[29] O=C(c1ccc2ccccc2c1)N1CCN(c2ccc(O)cc2)CC1
 : 1	-2.5	0.1	0.6	-5	0	0.8	-18	5
[30] Cc1noc(C)c1COc1cccc(C(=O)Nc2cccnc2)c1
 : 1	-5.4	3.7	0.9	4	-4	.	33	-5

31: CC(C)c1ccc(C(=O)N2CCCC(c3cc(C(=O)Nc4ccc5c(c4)OCO5)no3)C2)cc1 (configuration not stated)
32: COc1ccc(CCN2C(=O)CC(N3CCC(C(N)=O)CC3)C2=O)cc1OC (configuration not stated)
33: CC(C)(C)NS(=O)(=O)c1ccc(NC(=O)C2CC(=O)N(CCc3ccc(F)cc3)C2)cc1 (configuration not stated)
34: O=C(O)c1ccc(CP(=O)(c2ccccc2)c2ccccc2)cc1
35: O=C(Nc1cccc(-c2nc3ccccc3[nH]2)c1)c1ccco1
36: O=C(CSc1nnc2ccccn12)NC(=O)NC1CCCCC1
37: COC(=O)c1cc(=O)n(Cc2ccc(F)cc2)c(=NCc2ccc(F)cc2)s1
38: O=C(CSc1nc2ccccc2[nH]1)Nc1nc(-c2ccc(Br)cc2)cs1
39: CC(C(O)C12CC3CC(CC(C3)C1)C2)N1CCCCC1 (configuration not stated)
40: CCC(C(N)=NCCc1ccc(OC)c(OC)c1)c1ccccc1 (configuration not stated)
assay / entry,31,32,33,34,35,36,37,38,39,40
FBA Mtb inh,1,-1,1,0,4,1,-4,1,6,3
FadD28 FP inh,-4.2,0.1,.,-3.2,-4.7,-3.0,-0.6,-2.4,-1.6,-0.7
BoNT A protease,-0.2,2.1,-0.4,0.5,-4.4,-0.9,1.0,-0.2,-0.9,1.0
Mtb UGM inh,.,0.7,4.9,0.9,-1.9,-0.6,-1.3,-2.2,0.5,1.4
GDH-TPI counter,-2,5,-6,8,8,-5,-6,8,8,-4
CCHFV vOTU inh,1,-1,10,-11,3,-4,-5,2,3,8
BioA inh,-1.1,.,1.0,-0.7,4.8,-1.0,.,.,.,2.7
BoNT-F LC inh,5,?,-2,?,-7,6,0,-12,-3,10
PrPC surface inh,16,0,-2,6,-4,3,-5,10,2,-5

41: O=C(CN1C(=O)/C(=C\c2ccccc2Cl)Sc2ccccc21)NCCCN1CCOCC1
42: CN(C(=O)c1cccc(NC(=O)Cc2cccc(NC(=O)C3CCCN(C(=O)c4ccccc4)C3)c2)c1)C1CCC1 (configuration not stated)
43: Cc1cc(N2CCCCCC2)n2nc(C)c(-c3ccccc3)c2n1
44: O=C(CCN1C(=O)/C(=C/c2cccs2)SC1=S)Nc1cccc(C(=O)O)c1
45: O=C(Nc1cccnc1)Nc1ccc2c(c1)OCO2
46: COc1cc2c(cc1OC)C(c1ccc(C(F)(F)F)cc1)CC(=O)N2 (configuration not stated)
47: O=C(N/N=C/C1=Cc2ccccc2OC1)c1ccncc1
48: COc1ccccc1Nc1nc2nonc2[nH]c1=O
49: CN(C)c1ccc(/C=C2\C(=N)N3N=C(CC(=O)N4CCCCC4)SC3=NC2=O)cc1
50: O=C(Cn1cnc2cc([N+](=O)[O-])ccc2c1=O)NCc1ccc(Cl)cc1
assay / entry,41,42,43,44,45,46,47,48,49,50
FBA Mtb inh,2,0,10,-7,-3,-1,1,-1,-14,1
FadD28 FP inh,-2.6,-1.0,-0.2,2.7,-2.6,-3.1,-1.6,-2.6,-0.9,-0.7
BoNT A protease,0.1,-0.4,-3.3,0.8,0.9,0.3,.,3.6,-0.1,-0.4
Mtb UGM inh,-3.9,.,-3.5,1.6,-2.3,-0.5,2.9,0.0,-6.6,-2.3
GDH-TPI counter,13,-8,-5,3,0,-2,15,15,7,8
CCHFV vOTU inh,11,12,9,15,-1,6,-1,11,5,-17
BioA inh,-0.4,-1.3,1.0,-1.1,4.1,0.2,-1.2,-0.3,-4.9,.
BoNT-F LC inh,6,5,-24,3,-2,8,.,29,6,-4
PrPC surface inh,-4,11,2,-7,2,-2,-22,-4,-1,-44

# Given field by field: part of the list above
44: O=C(CCN1C(=O)/C(=C/c2cccs2)SC1=S)Nc1cccc(C(=O)O)c1
  FBA Mtb inh: -7
  FadD28 FP inh: 2.7
  BoNT A protease: 0.8
  Mtb UGM inh: 1.6
  GDH-TPI counter: 3
  CCHFV vOTU inh: 15
  BioA inh: -1.1
  BoNT-F LC inh: 3
  PrPC surface inh: -7
45: O=C(Nc1cccnc1)Nc1ccc2c(c1)OCO2
  FBA Mtb inh: -3
  FadD28 FP inh: -2.6
  BoNT A protease: 0.9
  Mtb UGM inh: -2.3
  GDH-TPI counter: 0
  CCHFV vOTU inh: -1
  BioA inh: 4.1
  BoNT-F LC inh: -2
  PrPC surface inh: 2
46: COc1cc2c(cc1OC)C(c1ccc(C(F)(F)F)cc1)CC(=O)N2 (configuration not stated)
  FBA Mtb inh: -1
  FadD28 FP inh: -3.1
  BoNT A protease: 0.3
  Mtb UGM inh: -0.5
  GDH-TPI counter: -2
  CCHFV vOTU inh: 6
  BioA inh: 0.2
  BoNT-F LC inh: 8
  PrPC surface inh: -2
47: O=C(N/N=C/C1=Cc2ccccc2OC1)c1ccncc1
  FBA Mtb inh: 1
  FadD28 FP inh: -1.6
  BoNT A protease: .
  Mtb UGM inh: 2.9
  GDH-TPI counter: 15
  CCHFV vOTU inh: -1
  BioA inh: -1.2
  BoNT-F LC inh: .
  PrPC surface inh: -22

# (continued)
51: O=C(COC(=O)COc1ccc(Cl)cc1Cl)Nc1cccnc1Cl
52: CC(C)c1onc(C(=O)N2CCN(c3ccccc3)CC2)c1[N+](=O)[O-]
53: O=C(Cc1cccc(NC(=O)C2CCCN(C(=O)CCc3ccccc3)C2)c1)Nc1ccc(C(=O)N2CCOCC2)cc1 (configuration not stated)
54: COc1ccc(NC(=O)CSc2nnc(-c3ccncc3)n2CC2CCCO2)c(OC)c1 (configuration not stated)
55: CCN(CCO)c1ccc(N=Cc2c(O)n(C)c(=S)[nH]c2=O)cc1
56: N#Cc1c2ccc(O)cc2n2ccccc12
57: CC(C)CN1CCN(Cc2cc3ccccc3[nH]2)CC1CCO (configuration not stated)
58: CC(C)(C)c1ccc(C(=O)C=[N+]=[N-])cc1
assay / entry,51,52,53,54,55,56,57,58
FBA Mtb inh,4,5,-2,1,-3,13,2,-1
FadD28 FP inh,-2.1,-1.3,-2.0,0.2,-0.6,-1.1,-0.5,-0.6
BoNT A protease,-1.3,0.0,0.1,0.4,.,0.2,1.5,-1.1
Mtb UGM inh,1.6,3.7,.,4.5,-0.9,-1.7,-0.3,-1.0
GDH-TPI counter,7,-15,6,13,4,4,13,-3
CCHFV vOTU inh,-9,-1,17,-9,32*,-28,-1,9
BioA inh,.,0.0,1.0,0.5,-2.6,.,-0.8,-0.4
BoNT-F LC inh,-8,-1,-7,-16,.,-6,-37,-15
PrPC surface inh,-6,-4,7,7,-7,-7,7,2
